SDO1 yeast rescue = growth rescue of sdo1-depleted yeast, primary screen, S. cerevisiae, bone marrow failure model; S. cerevisiae sdo1-depleted JHY4D growth rescue, OD600 30 h; stronger effect = higher value; pdr5 snq2 efflux-pump mutant strain; z-score at 10 µM; hit rate 0.21% among 140,000; AID 817, 2007;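 active = z-score above 3 at both the 24 hr and the 30 hr optical density reads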;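 also: z-score against mean and SD of all compound wells on the same plate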
INS promoter inh = inhibitors of insulin promoter-driven GFP, primary screen, imaging, TRM-6 cells (human fetal islet line), eGFP reporter, cell count; inhibition, % at 2 µM; AID 1273, 2008; reporter expression induced with tamoxifen; hit rate 0.9% among 130,000;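 active = inhibition above the mean plus 3 SD, with well images judged a real hit on visual review, cut at about 60% in these data, passing the limit was not always enough; inconclusive = inhibition over the cutoff but images rejected on review; inactive = inhibition not above the cutoff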
SDO1 yeast rescue Rescue 24 h = recorded beside SDO1 yeast rescue, whose call it bears; z-score; S. cerevisiae sdo1-depleted JHY4D growth rescue, OD600; measured here: growth rescue at 24 h;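 0 is the plate mean of compound wells and units are plate SD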
* = called active by the depositor; ? = inconclusive; / = no result given. Rows are unselected; any-hit rate near 0.92%.

molecule	INS promoter inh	SDO1 yeast rescue Rescue 24 h	SDO1 yeast rescue
CCOC(=O)C1=C(c2ccccc2)NC(SCC(=O)NC2CCCCC2)=C(C#N)C1c1ccco1 (configuration not stated)	-163.2	-0.74	-0.57
CC(C)CCn1c(N)c(S(=O)(=O)c2cccs2)c2nc3ccccc3nc21	2.5	-1.65	-1.53
O=C(c1ccccc1)c1c[nH]c(C(=O)NCc2cccnc2)c1	/	-0.87	-0.24
CCCCN(Cc1ccccc1)C(=O)c1cnc2n(c1=O)CCS2	-85.7	-0.28	0.51
O=C(O)c1coc2ccccc12	12.9	0.79	1.19
CCOC(=O)c1cc(-c2ccc(C)cc2)n(CCC(=O)N2CCN(c3ccccn3)CC2)c1C	24.0	-1.82	-2.11
O=C(O)c1cc2c(N3CCC(Cc4ccccc4)CC3)ncnc2s1	12.5	/	/
CCNC(=O)C1CC(=O)N(CC)C(=Nc2cc(Cl)c(O)c(Cl)c2)S1 (configuration not stated)	/	0.97	0.71
Cc1ccnc(Sc2ccc([N+](=O)[O-])cc2[N+](=O)[O-])n1	50.0	-1	-0.94
O=C(O)CCCNC(=O)/C(=C\c1ccccc1F)NC(=O)c1ccccc1	44.4	/	/
O=C(CN1CCCCC1)NCCNC(=O)CN1CCCCC1	0.0	1.6	2.16
C=CC1=C(C(=O)O)N2C(=O)C(NC(=O)Cc3ccccc3)C2SC1 (configuration not stated)	-31.2	-0.52	-0.16
COc1cc(NC(=O)c2ccc(COCC(F)(F)F)cc2)cc(OC)c1OC	/	0.08	-0.46
CC(C)(C)NC(=O)COC(=O)Cc1ccc(Cl)cc1	-7.1	-0.53	0.01
CCC(Sc1ccc(Cl)cc1)C(=O)Nc1nnc(-c2cccc([N+](=O)[O-])c2)s1 (configuration not stated)	7.3	-0.02	0.12
COC(=O)c1ccc(C(c2c(N)n(Cc3ccccc3)c(=O)n(C)c2=O)N2CCOCC2)cc1 (configuration not stated)	/	-0.11	-0.58
CN1CCN(CCCNC(=O)c2ccc(Cn3c(=S)[nH]c4ccc(Br)cc4c3=O)cc2)CC1	-36.4	/	/
CCC(O)(CCN1CCCCC1)c1ccccc1 (configuration not stated)	-35.3	0.64	0.33
CC(C)(C(=O)c1ccccc1)/[N+]([O-])=C/c1ccccc1	10.0	/	/
Cc1nc(N2CCOCC2)c2c(C)c(C(=O)Nc3ccc(F)cc3F)sc2n1	21.4	/	/
Cn1cccc1Cc1nnc(SCC(=O)Nc2ccccc2F)n1CCc1ccccc1	/	-0.66	-0.49
Nc1sc(-c2ccccc2)cc1C(=O)O	0.0	-0.74	-0.76
CCCCNC(=O)CSc1nc2ccc(C)cc2[nH]1	8.3	/	/
O=C1c2ccccc2C(Nc2ccc(Cl)cn2)N1Cc1ccccc1 (configuration not stated)	/	-1.69	-2.45
CCOC(=O)N1N=C(c2ccccc2)CC1(O)C(C)(F)F (configuration not stated)	73.7*	/	/
O=C(CSc1nc2ccccc2s1)c1cc2ccccc2o1	-85.7	-0.96	-1.35
CCN(C(=O)CCN1C(=O)c2ccccc2C1=O)C1CCCCC1	/	-0.02	-0.3
O=C(CN1C2=NCCCN2c2ccccc21)c1ccc(Br)s1	/	-0.68	-0.55
CN1CCN(c2ccc(Cl)cc2NC(=O)c2nn(-c3ccccc3)c(=O)c3ccccc23)CC1	27.3	-1.16	-1.37
CCCOC(=O)c1cccc(NC(=O)C(C)(C)C)c1	/	-0.62	-0.87
Fc1ccccc1C(c1nnnn1C1CCCC1)N1CCN(Cc2ccccc2)CC1 (configuration not stated)	36.4	0.75	0.88
O=C(O)/C=C/c1cccc(NS(=O)(=O)c2ccccc2)c1	15.8	-0.53	0.42
COc1cc(C)ccc1OCCCCN1CC(C)OC(C)C1 (configuration not stated)	-20.0	0.47	-1.56
CCN(CC)c1ccc(C(=O)n2cnc3ccccc32)cc1	/	-1.15	-1.92
COc1ccc(CN2C(=O)c3ccccc3C2C(=O)NCc2cccnc2)c(OC)c1 (configuration not stated)	16.1	-0.53	0.04
CCCC1O[C@@H]2C[C@H]3[C@@H]4CCC5=CC(=O)C=C[C@]5(C)[C@H]4[C@@H](O)C[C@]3(C)[C@]2(C(=O)CO)O1 (some centres not stated)	-76.2	0.57	0.42
CCOC(=O)c1ccccc1NC(=O)CN(c1ccc(OCC)cc1)S(C)(=O)=O	-386.7	/	/
Cc1occc1-c1nc(-c2ccccn2)no1	/	-1.03	0.36
N#Cc1nc(Cc2ccccc2)oc1N1CCN(c2ccccc2)CC1	50.0	0.31	-0.75
CC(C)NC(C(=O)Nc1cc(Cl)cc(Cl)c1)c1ccccc1 (configuration not stated)	5.4	-1.21	-1.43
Cc1nc2cc(NC(=O)N3CCCC3)ccc2n1C	57.1	/	/
O=C(CCC(=O)NNc1nc2ccccc2c2nc(-c3ccccc3)nn12)NCCCN1CCOCC1	0.0	/	/
CCCCCCN=CC1=C(O)CC(C)(C)CC1=O	/	-0.09	0.15
COc1ccc(C2=NN(CN3C(=O)C(=O)c4ccccc43)C(c3ccc(C)cc3)C2)cc1 (configuration not stated)	14.3	1.75	1.42
O=C(CNC(=O)c1ccccc1)OCc1cccc([N+](=O)[O-])c1	-62.1	-0.21	0.03
Cc1ccc(S(=O)(=O)CC(=O)Nc2ccc(Cl)cn2)cc1	?	/	/
Cc1ccc(CCNc2ccccc2C)cn1	73.7	-0.29	0.14
CCOC(=O)CSc1nc(N)cc(=O)[nH]1	/	0.17	0.29
Cc1ccc(C(=O)NNc2cc(=O)n(C)c(=O)n2C)cc1C	/	0.28	0.34
O=C(COC(=O)c1cccnc1Cl)c1ccc(F)cc1	-426.3	/	/
Cc1ccccc1C(O)c1ccccn1 (configuration not stated)	/	0.41	0.69
CCOc1ccc(S(=O)(=O)NCC2CCCO2)cc1 (configuration not stated)	35.7	-0.5	0.17
CCC(C)NC(=O)CC(NS(=O)(=O)c1ccc(C)cc1)c1ccc(OC)cc1 (configuration not stated)	-5.6	-0.33	0.26
CC1(C)CC(=O)C2=C(C1)N(Cc1ccco1)C(=O)C2(O)C(F)(F)F (configuration not stated)	-7.1	1.29	0.49
COC(=O)CC/C(C)=N\Nc1ccc([N+](=O)[O-])cc1[N+](=O)[O-]	/	-0.03	-0.27
C=CCNc1nnc(SC2CC(=O)N(c3ccc(OC)cc3)C2=O)s1 (configuration not stated)	0.0	-0.83	-0.12
Cc1ccc(-c2cc3cccc[n+]3cc2-c2ccc(C)cc2)cc1	13.3	-0.48	0.01
CCC1CCCCN1C(=O)Cn1c(C(=O)OC)cc2ccsc21 (configuration not stated)	-18.2	-0.06	-0.13
O=C1CC(c2ccccc2F)C2=C(COC2=O)N1 (configuration not stated)	50.0	/	/
Cc1ccc(-c2cc(-c3ccccc3O)nc(N/N=C/c3cccnc3)n2)cc1	/	0.02	-0.63

INS promoter inh: what is marked active above.
molecule	INS promoter inh	SDO1 yeast rescue Rescue 24 h	SDO1 yeast rescue
CCOC(=O)N1N=C(c2ccccc2)CC1(O)C(C)(F)F (configuration not stated)	73.7*	/	/

The list continues:
molecule	INS promoter inh	SDO1 yeast rescue Rescue 24 h	SDO1 yeast rescue
COc1cccc(NC(=O)CSc2nnc(-c3cc(-c4ccccn4)nc4ccccc34)o2)c1	-25.9	-0.36	-0.76
CCN(CC)C1CC(=O)N(c2cccc(C)c2)C1=O (configuration not stated)	/	-0.54	-0.22
CCC(=O)Nc1nc(CC(=O)Nc2ccccc2)cs1	-5.6	-1.26	-0.25
CCOC1(NC(=O)c2ccccc2)C(C)=CC(=O)C=C1C	-6.2	0.37	0.68
CCCCOc1cccc(C(=O)O)c1	-51.5	-0.72	-0.38
COc1ccc(NC(=S)NCC2CCN(c3ccc(OC)cc3)C2)cc1 (configuration not stated)	-5.3	-1.76	-1.8
COc1ccc(S(=O)(=O)N2CCOCC2)cc1NC(=O)c1ccccc1-c1ccc(C(F)(F)F)cc1	13.3	-1.06	-0.94
O=C(Cc1ccccc1)Nc1nnc(-c2ccco2)s1	/	-0.42	-0.38
CCOC(=O)c1c(C)[nH]c(-c2csc(C)n2)c1C	28.6	/	/
O=C(CSc1nc2ccccc2c(=O)n1Cc1ccco1)N1CCN(c2ccccc2)CC1	-3.2	-1.45	-1.43
CCn1c(=O)c(C(=O)NCCCO)c(O)c2ccccc21	0.0	0.84	0.26
CCOC(=O)N1CCC(NC(=O)c2cc(S(=O)(=O)NCCc3ccccc3)ccc2F)CC1	5.6	-0.76	-0.67
CC(=O)c1cccc(NC(=O)N2C3CCC2CC(O)(c2cccnc2)C3)c1 (configuration not stated)	15.9	-0.16	-1.15
Cc1[nH]c2ccccc2c1C1C(c2ccccc2)=NN=C(C(C)C)N1O (configuration not stated)	7.9	0.36	1.1
COc1ccc(NS(=O)(=O)c2ccc(C)c(NC(=O)NC3CCCCC3)c2)cc1	/	-2.3	-0.28

Three structures from above, ordered by count of non-hydrogen atoms, ascending:
molecule	INS promoter inh	SDO1 yeast rescue Rescue 24 h	SDO1 yeast rescue
CCN(CC)C1CC(=O)N(c2cccc(C)c2)C1=O (configuration not stated)	/	-0.54	-0.22
CCC(=O)Nc1nc(CC(=O)Nc2ccccc2)cs1	-5.6	-1.26	-0.25
COc1ccc(S(=O)(=O)N2CCOCC2)cc1NC(=O)c1ccccc1-c1ccc(C(F)(F)F)cc1	13.3	-1.06	-0.94

(further entries)
molecule	INS promoter inh	SDO1 yeast rescue Rescue 24 h	SDO1 yeast rescue
Cc1ccc(-c2csc(NC(=O)C3=COCCO3)n2)cc1	/	0.38	0.28
CC(=NCCc1ccccc1)C1=C(O)CCC1=O	-28.1	0.44	1.2
CCn1ccc(C(=O)NC2=C(C#N)CCC2)n1	56.4	0.16	0.59
O=C(OCc1cc(=O)n2c(n1)sc1ccccc12)c1cccc(O)c1	6.2	-1	-1.11
CC(C)(C)c1cc(NS(=O)(=O)c2ccc3c(c2)OCCO3)on1	-27.3	-0.36	-0.05
CCC(CC)NC(=O)c1oc2ccccc2c1COc1ccccc1	/	-1.28	-1.08
CCN(CC)C(c1ccc(C)cc1)c1nnnn1C1CCCCC1 (configuration not stated)	-10.7	-1.92	-1.54
O=C(CCN1CCC(c2ccccc2)C1)c1cccs1 (configuration not stated)	34.6	1.3	-0.73
O=C(Nc1ncccn1)c1cc([N+](=O)[O-])cc([N+](=O)[O-])c1	-26.3	2.09	1.48
Nc1nc(OCC(F)(F)F)cc(Oc2ccccc2F)n1	/	0.39	0.57
Cc1cccc(OCc2nnc(SCC(=O)c3ccccc3)o2)c1	-54.5	1.4	0.95
Cc1ccc(C2C(=O)N(C3CCCC3)CC(=O)N2CC2COc3ccccc3O2)cc1 (configuration not stated)	-3.0	-1.1	-1.63
CCOC(=O)c1c(NC(=O)C(C)Sc2cccc[n+]2[O-])sc2c1CCN(Cc1ccccc1)C2 (configuration not stated)	-80.7	0.64	0.97
O=C(CSc1nnc(CNC(=O)c2ccccc2F)o1)Nc1ccc2c(c1)OCO2	-44.4	/	/
CCOC(=O)c1oc2cc(O)ccc2c(=O)c1-c1csc(C)n1	/	-0.82	-0.42

Arranged by the number under SDO1 yeast rescue Rescue 24 h (largest number first): some entries from above.
molecule	INS promoter inh	SDO1 yeast rescue Rescue 24 h	SDO1 yeast rescue
CCn1ccc(C(=O)NC2=C(C#N)CCC2)n1	56.4	0.16	0.59
CC(C)(C)c1cc(NS(=O)(=O)c2ccc3c(c2)OCCO3)on1	-27.3	-0.36	-0.05
Cc1ccc(C2C(=O)N(C3CCCC3)CC(=O)N2CC2COc3ccccc3O2)cc1 (configuration not stated)	-3.0	-1.1	-1.63

Remaining list, next part
molecule	INS promoter inh	SDO1 yeast rescue Rescue 24 h	SDO1 yeast rescue
O=[N+]([O-])c1cc(C(F)(F)F)cc([N+](=O)[O-])c1NCCCN1CCOCC1	0.0	/	/
O=C(Nc1cccc(S(=O)(=O)NCc2ccco2)c1)c1cc(-c2ccc(F)cc2)nc2ccccc12	15.4	-0.25	0.37
Cc1cccc(Nc2nnc(SCC(=O)NC3CCCc4ccccc43)s2)c1C (configuration not stated)	/	-0.01	-0.24
Cc1c(CN(C)C)c2c(n1Cc1ccccc1)C(=O)c1ccccc1-2	-100.0	1.34	0.42
Cc1cccc(-n2ncc(C#N)c2N)c1	?	-0.17	0.58
C=CCn1c(SCCN2CCOCC2)nc2c1c(=O)[nH]c(=O)n2C	33.3	0.77	0.72
CCCC/S(C)=N/S(=O)(=O)c1ccc(C)cc1 (configuration not stated)	0.0	0.22	1.35
O=S(=O)(NC1CC1)c1ccc(S(=O)(=O)N2CCCc3ccccc32)cc1	/	-1.82	-1.33
CS(=O)(=O)Nc1ccc(C(=O)NC2CC3CCC2C3)cc1 (configuration not stated)	4.2	-0.87	0.14
CCOc1ccc(CNC(=O)CCn2c(=O)oc3ccccc32)cc1	-6.5	-0.36	-0.29
